Screening results (PubChem BioAssay)
NCI-60 one-dose screen, 48 h, at 10 µM unless noted. Numbers give growth in % (100 = growth as untreated, 0 = no growth, -100 = all killed).
HL-60(TB): HL-60(TB) leukemia cells. AID 1794776. 78,000 tested, 9% active; active = growth percent below 10
* hit, by the source's call; & = joins results of further samples; [ ] = another dose, or the depositor's remark.

SMILES | HL-60(TB)
NC1=Nc2cc(OCCCN3Cc4ccccc4C3)c(OCC3CC3)cc2C12CCCC2 | 63
CCCCCCC12CCC(=O)N1CCc1cncn12 (configuration not stated) | 85
Cn1c(SCC(=O)c2ccc(Br)cc2)nc2ccccc2c1=O | 92
c1cc2ccc3cc2cc1CNCCN1CCNCc2ccc4ccc(cc4c2)CNCCN(CCNC3)CCNCc2ccc3ccc(cc3c2)CNCC1 | -39*
CCC12CCC3c4ccc(O)cc4CCC3C1CC(O)C2O (configuration not stated) | 63
O=C1[C@H]2Cc3c([nH]c4ccccc34)[C@@H](c3ccc(Cl)cc3)N2C(=O)CN1C1CCN(Cc2c(Cl)cccc2Cl)CC1 | 108
CCOC(=O)/C(C#N)=C1\CCC=C(C)C1 | 90
N#CCCN(C(=O)Nc1ccc(Cl)c(Cl)c1)C1CCCCC1 | 99&99
COc1ccc(CCn2cncc2-c2c[nH]c3cc(Br)ccc23)cc1 | 79
CC(Oc1ccc(C(C)(C)C)cc1)C(=O)O (configuration not stated) | 116
Cc1c2ccccc2nc(CSC#N)[n+]1[O-] | 106
CN(C)c1ccnc(CNCCSC2(c3ccc(C(F)(F)F)cc3)c3ccccc3C=Cc3ccccc32)c1 | -34*
Nc1ccc(Cl)nc1 | 90
CCCCNCc1ccc(N(CC)CC)cc1 | 102
COc1cc(OC)c(C(=O)c2ccccc2[N+](=O)[O-])c(OC)c1 | 103
CC(=O)C1CCC2C3CC4OCC5(CCC(=O)C=C45)C3CCC12C (configuration not stated) | 42
CCCCCC/C(C)=C\C(=O)OCC | 103
CN(C)c1nc2sc3cc(Cl)c(Cl)cc3n2c(=O)c1C#N | 95
COc1ccc(-c2nnc(-c3ccc4c(c3)nc(-c3cccs3)n4C3CCCCC3)o2)cc1 | 38
COc1ccccc1/C=C1\SC(=Nc2ccc(NC(C)=O)cc2)NC1=O | 99
O=[N+]([O-])c1ccc(Oc2ccc(-c3ccccc3)cc2)cc1 | 79
COC(=O)CC(c1cccc(OC(F)F)c1)c1c(O)c2ccccc2oc1=O (configuration not stated) | 98[8.25 µM]
CC1NCC(=O)N1O (configuration not stated) | 98
CCCCCCCCNc1cc2c3c(c1)CCCN3CCC2 | -3.7*
CC(C)Sc1nc(NCCc2c[nH]c3ccccc23)c(C#N)c(-c2ccccc2)n1 | 19
Further results:
SMILES | HL-60(TB)
C#CCOc1ccc(CNC(=O)/C=C/C=C/c2ccc3c(c2)OCO3)cc1OC | 99
COC(=O)[C@@H](NC(=O)[C@@H](OC)[C@@H]1Cc2cc3cc(OC4CC(OC5CC(O)C(O)C(C)O5)C(O)C(C)O4)c(C)c(O)c3c(O)c2C(=O)[C@H]1OC1CC(OC2CC(OC3CC(C)(O)C(O)C(C)O3)C(O)C(C)O2)C(O)C(C)O1)C(C)C (some centres not stated) | 52
Cc1ccc(CCO)cc1 | 99
O=C(CCSCCC(=O)N/N=C/c1ccc(Cl)c(Cl)c1)N/N=C\c1ccc(Cl)c(Cl)c1 | 106
COc1cc(C)c2c(c1OC)Cc1c(C)cc(OC)c(OC)c1C2 | 67
CC(C)(C)c1ccc(C(=O)N2CCOC23CCCCC3)cc1 | 101
CC(=O)OC(C)(C)Cc1ccccc1 | 98
COc1ccc(/C=C(\C#N)n2nnc3ccc(Cl)cc32)cc1 | 87
Cn1c(=O)[nH]c(N)c(Br)c1=O | 95
COc1cc2c(=O)n(C)c3c4cc5c(cc4ccc3c2cc1OC)OCO5 | 107
O=C(CN1CCOCC1)NNc1ncnc2ccccc12 | 53
Cc1cc(O)c(C(C)C)cc1N=Cc1ccc(O)cc1O | 67
NC(=O)NCC(N)C(=O)O (configuration not stated) | 96
CCCCNC1(C#N)CCN(Cc2ccccc2)CC1 | 153
Cc1c(O)c(CN(CCCl)CCCl)cc(CN(CCCl)CCCl)c1O | 47
CC(=O)Nc1cc2c(cc1Br)-c1ccccc1C2 | 58
Cc1cc(C)c(/C=C(\C#N)c2nc3ccccc3n2C)[nH]1 | 76
Cn1c(=O)c2[nH]c(SC/C(=N/O)c3ccccc3)nc2n(C)c1=O | 100
O=S(=O)(NCCNc1cc(-c2cn(-c3ccccc3)nc2-c2ccccc2)ccn1)c1ccc(F)cc1 | 70
Cc1cccc(C)c1[N+](=O)[O-] | 93
CCOC(=O)c1nn(C2CCCCO2)c2ccc(NC(=O)CN3CCN=C3Cc3cccc4ccccc34)cc12 (configuration not stated) | 98
O=C(N/N=C/c1ccc2ccccc2n1)c1ccc(OCc2nc3ccc(Cl)cc3[nH]2)cc1 | 108
CC(Nc1nc2sc3c(c2c(=O)[nH]1)CCCC3)c1nnnn1-c1ccc(Br)cc1 (configuration not stated) | 88
c1ccc2c(c1)nc1n2CCC1 | 95
CCCCOP(=O)(CCc1ccccn1)OCCCC | 93

Brought forward from above: three compounds, then new ones.
SMILES | HL-60(TB)
CC(Nc1nc2sc3c(c2c(=O)[nH]1)CCCC3)c1nnnn1-c1ccc(Br)cc1 (configuration not stated) | 88
c1ccc2c(c1)nc1n2CCC1 | 95
CCCCOP(=O)(CCc1ccccn1)OCCCC | 93
N#CCCNc1ccccc1 | -11*
Clc1cccc(Nc2ncnc3ccc(-c4cnc5[nH]ncc5c4)cc23)c1 | 100
COc1ccc(-c2nn(-c3ccc(NC(=O)Nc4cccc(Cl)c4Cl)cc3)cc2-c2ccncc2)cc1Cl | 107
NS(=O)(=O)c1ccc(-n2nc(C(=O)N/N=C\c3ccc(F)cc3)cc2-c2ccc(Br)cc2)cc1 | 71
Cc1[nH]c(-c2cccc(C(N)=O)c2)c2c1C(=O)CCCC2 | 68
COc1cccc(-c2nn(C(C)(C)C)cc2-c2ccnc(NCCCNS(=O)(=O)c3ccc(C(F)(F)F)cc3)c2)c1 | 93
COC(=O)/C(=C\c1ccc(OC)cc1)C(=O)N1c2ccccc2Sc2ccccc21 | 16
COc1ccc(/C=c2\nc3n(-c4ccccc4)c4n(n-3c2=O)C(=O)CN=4)cc1 | 102
O=C1/C(=C\c2cn(-c3nc(N4CCOCC4)nc(N4CCOCC4)n3)c3ccccc23)c2ccccc2N1c1c(Cl)cccc1Cl | 65
COc1ccc(-c2noc(N)c2-c2cc(OC)c3c(c2OC)OCO3)cc1 | 89
CCNc1cccc(C)c1 | 87
Cc1ccc2nc(C)c(-c3nnc(SCc4ccc(C#N)cc4)o3)n2c1 | 111
CCOCC[P+](c1ccccc1)(c1ccccc1)c1ccccc1 | 12
Cc1ccc(-c2nn(C)c(=O)c3ccccc23)cc1CO | 90
CCCCS(=O)(=O)Nc1ccc(C(=O)NNC(C)=O)cc1 | 98
COc1cc(C(=O)/C=C/c2c(-c3cccs3)nc3sc(C)cn23)cc(OC)c1OC | -18*
COc1ccc(/C=C/C(=O)c2ccc(OC)c(S(=O)(=O)NNC(=O)c3ccncc3)c2)cc1 | 98
NS(=O)(=O)c1ccc(C(=O)N=Nc2c(O)[nH]c3c(F)cccc23)cc1 | 102
Fc1ccc(CNc2cccc3[nH]c(C(F)(F)F)nc23)cc1 | 55
COC(=O)C(N)CSC(c1ccccc1)(c1ccccc1)c1ccccc1 (configuration not stated) | -29*
COc1ccc(C(=O)/C=C/c2cc(-c3ccc4c(c3)OCO4)n[nH]2)cc1OC | 43
COc1ccc(-c2cc3ccccc3c3nnnn23)cc1 | 58
COc1ccc(CN2CCc3c(nc(N)nc3-c3ccccc3)C2=O)c(OC)c1 | 74
COc1ccc(CN(C(C)=O)c2cc(C)c([N+](=O)[O-])cc2OC)cc1OC | 100
Cn1cc(-c2[nH][nH]c(=O)c2-c2cn(C)c3ccccc23)c2ccccc21 | 112
(further entries)
SMILES | HL-60(TB)
O=Cc1cn(S(=O)(=O)c2ccccc2)c2ccccc12 | 111
O=C1c2c(Cl)c(Cl)c(Cl)c(Cl)c2C(=O)N1c1nccs1 | 76
COc1ccc(-c2nc(SCCC(C)C)nc(Nc3ccc(C(C)=O)cc3)c2C#N)cc1 | 94
O=C(c1ccccc1)N(CCc1ccc(Cl)cc1)C(=S)N(C(=O)c1ccccc1)c1ccccc1 | 90
CSCC[C@H](NC(=O)[C@H](Cc1c[nH]c2ccccc12)NC(=O)[C@H](C)NC(=O)OC(C)(C)C)C(=O)N[C@@H](CC(=O)O)C(=O)N[C@@H](Cc1ccccc1)C(N)=O | 105
CCCCCOCC#N | 101
O=C(CCCl)c1ccc(-c2ccccc2)cc1 | 110
C/C(=N/O)c1ccc(C)s1 | 114
CC(C)(C)c1ccc(S(N)(=O)=O)cc1 | 103
CN(C)c1ccc(CC(C#N)c2cc3ccccc3[nH]2)cc1 (configuration not stated) | 96
CCOC(=O)[C@@H](C)C[C@H](Cc1ccccc1)NC(=O)c1csc([C@@H](C[C@H](C(C)C)N(C)C(=O)[C@@H](NC(=O)[C@H]2CCCCN2C)C(C)(C)CC)OC(C)=O)n1 | -33*
CC(=O)Nc1ccc(/C=N/NC(N)=O)cc1 | 109
CC(C)=CCOc1cc(NC(=S)c2ccoc2C)ccc1Cl | 94
CNN(C)c1c(C)cccc1C | 94
Cn1c(=O)c2cnn(C)c2n(C)c1=O | 90
O=C(O)c1cn(C2CC2)c2cc(N3CCN(Cc4ccccc4O)CC3)c(F)cc2c1=O | 58
Cc1ccc([N+](=O)[O-])c(C(=O)Nc2ccc(-c3ccc4c(c3)NC(=O)/C4=C\c3ccc[nH]3)cc2)c1 | 49
COc1ccc(C2CC(=O)c3c(nc4ccc(Cl)cc4c3N)C2)cc1 (configuration not stated) | 99
FC(F)(F)c1ccc2c(Nc3cccc(C4CC(c5ccc(Cl)cc5)=NN4c4ccc(Cl)cc4)c3)ccnc2c1 (configuration not stated) | 100
C/C(=C\CSc1ncccc1C(=O)O)CCCC(C)CCCC(C)CCCC(C)C (configuration not stated) | 58
COC12C=C/C(=C(/C(=O)OCc3ccccn3)C(=O)CCCCCCCCC3(OC)C=C/C(=C(/C(=O)OCc4ccccn4)C(=O)CCCCCCCC1)O3)O2 | -19*
CC(=O)Nc1cccc2ccccc12 | 100
O=c1nc(Nc2cccc([N+](=O)[O-])c2)sc2ccccc12 | 105
CCN(CC)c1ccc(CNc2ccnc3ccccc23)cc1 | 34
O=C(O)CCCC1CCCc2ccccc21 (configuration not stated) | 103
Remaining list, next part
SMILES | HL-60(TB)
COC(=O)c1cc(O)cc(O)c1 | 94
COc1cc(C2=NOC(c3cc(OC)c(OC)c(OC)c3)C2)ccc1OCCCCOc1cc2c(cc1OC)C(=O)N1CCC[C@H]1C=N2 (some centres not stated) | -23*
C=CCC1CCCC/C1=C(\C#N)c1ccccc1 (configuration not stated) | 76
CCCCOc1c(Cl)c(Cl)cc(Cl)c1Cl | 80
Cc1oc(-c2cc(C(F)(F)F)ccc2Cl)cc1C(=O)Nc1ccc(S(N)(=O)=O)cc1 | 107
CN(C)CCC(=O)/C=C/c1ccccc1 | 91
CCOC(=O)c1cnn2c(-c3ccc(Cl)cc3)nc(NCCc3ccccc3)nc12 | 68
C/C(=N/O)c1ccc(N2C(=O)c3cc(C)c(C)cc3C2=O)cc1 | 100
CCCCn1c(-c2ccc(-c3nc(-c4ccc5ccccc5c4)no3)cc2)nc(-c2ccccc2)c1-c1ccccc1 | 95
Cc1ccc(Nc2cc(=S)nc(N)[nH]2)cc1Cl | 99
COc1nnc2c3cc(Cl)ccc3n(C)c2n1 | 104
O=C(Nc1ncccn1)c1ccc([N+](=O)[O-])cc1 | 100
OCCN1CCN(c2ccccc2)CC1 | 73
CC(C)N1CCN(S(=O)(=O)c2ccccc2)c2ccccc21 | 100
COc1ccc(Cl)cc1NC(=O)c1c(NC(=O)C(F)(F)C(F)(F)F)sc2c1CCCCC2 | 12
O=C1Nc2cc(Cl)c(CCCl)cc2/C1=C\c1ccc(Cl)cc1 | 98
O=C(N/N=C/c1ccccc1Cl)c1cc(-c2nc3ccccc3[nH]2)nc2ccccc12 | 81
CN(C)P1(N(C)C)=NP(N(C)C)(N(C)C)=NP(N(C)C)(N(C)C)=N1 | 100
Nc1ccc(C(c2c[nH]c3ccccc23)c2c[nH]c3ccccc23)cc1 | 102
COC(=O)c1ccc2oc(NC(=O)c3ccc(Nc4ccccc4)c([N+](=O)[O-])c3)nc2c1 | 99
NC(=NCc1ccccc1)N/N=C\c1ccnc2ccccc12 | 110
NC1=CC(N)=C(O[C@@H]2O[C@H](CO)[C@@H](O)[C@H](O)[C@H]2O)C(=O)C1 | 136
C[C@H]1[C@H](C)CC[C@]2(C(=O)O)CC[C@]3(C)C(=CC[C@@H]4[C@@]5(C)C/C(=C/c6cccnc6)C(=O)C(C)(C)[C@@H]5CC[C@]43C)[C@H]12 | 64
COc1ccc(Nc2ncnc3c2ncn3Cc2nnc3c4ccccc4c(Cl)nn23)cc1 | 96
CCCCCCCCCCCCNC(c1ccccc1)C(O)c1ccccc1 (configuration not stated) | 67
CC(=O)Nc1nc2c(s1)CC[C@@]1(C)C2=CC[C@H]2[C@@H]3CC[C@H](O)[C@@]3(C)CC[C@@H]21 | 29
COc1ccnc(CS(=O)c2nc3ccc(OC(F)F)cc3[nH]2)c1OC (configuration not stated) | 97
Clc1ccc(Cc2ccc(Cl)cc2)cc1 | 99

Molecules listed so far that have a cyano group, in the order listed:
SMILES | HL-60(TB)
CCOC(=O)/C(C#N)=C1\CCC=C(C)C1 | 90
N#CCCN(C(=O)Nc1ccc(Cl)c(Cl)c1)C1CCCCC1 | 99&99
Cc1c2ccccc2nc(CSC#N)[n+]1[O-] | 106
CN(C)c1nc2sc3cc(Cl)c(Cl)cc3n2c(=O)c1C#N | 95
CC(C)Sc1nc(NCCc2c[nH]c3ccccc23)c(C#N)c(-c2ccccc2)n1 | 19
COc1ccc(/C=C(\C#N)n2nnc3ccc(Cl)cc32)cc1 | 87
CCCCNC1(C#N)CCN(Cc2ccccc2)CC1 | 153
Cc1cc(C)c(/C=C(\C#N)c2nc3ccccc3n2C)[nH]1 | 76
N#CCCNc1ccccc1 | -11*
Cc1ccc2nc(C)c(-c3nnc(SCc4ccc(C#N)cc4)o3)n2c1 | 111
COc1ccc(-c2nc(SCCC(C)C)nc(Nc3ccc(C(C)=O)cc3)c2C#N)cc1 | 94
CCCCCOCC#N | 101
CN(C)c1ccc(CC(C#N)c2cc3ccccc3[nH]2)cc1 (configuration not stated) | 96
C=CCC1CCCC/C1=C(\C#N)c1ccccc1 (configuration not stated) | 76

The list is partial; the hit share may differ from the screen's.
